Tau fibril FP: tau fibrillization inhibition (FP); P10636; K18 P301L tau heparin fibrillization, Alexa594 FP, 6 h; Potency, µM (doses to about 57.7 µM), for the others: at the top dose activity, negative = inhibition, hits mostly inhibitors; actives 0.39% (n = 280,000); AID 1468; also: potency is read from the fitted curve at half-maximal effect; % is scaled to controls: 0 for no effect and ±100 for the full control effect; nearly all actives have a fitted effect of over 55% in size
Target sequence (P10636 561-689 P618L limits assumed): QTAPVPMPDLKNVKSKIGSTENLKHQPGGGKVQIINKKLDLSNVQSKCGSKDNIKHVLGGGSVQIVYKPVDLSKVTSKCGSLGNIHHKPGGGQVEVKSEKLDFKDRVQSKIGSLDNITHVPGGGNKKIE
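Human tau K18 […] P301L fragment, 15 uM unlabeled plus 0.24 uM Alexa 594-labeled tau (final), with compound and 20 uM heparin in 100 mM sodium acetate pH 7; 6 hr at 37 C, then Alexa 594 FP read.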
Tau fluor cs: counter-screen for tau fibril formation inhibitors; tau K18 P301L (four-repeat tau fragment) Alexa594 fluorescence, heparin fibrillization; Potency, µM (series often up to 57.7 µM), without a hit: top-dose activity change, negative = decrease; actives 0.93% (n = 280,000); also: potency is read from the fitted curve at half-maximal effect; % is scaled to controls: 0 for no effect and ±100 for the full control effect; nearly all actives have a fitted effect of over 55% in size
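Human K18 P301L tau (15 uM unlabeled plus 0.24 uM Alexa 594-labeled, final) in 100 mM sodium acetate pH 7 was mixed with compound and 20 uM heparin and incubated 6 hr at 37 C.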
Epigenetic reg: derepresses silenced GFP reporter in murine cells. Potency, µM (titrated, usually from 53.9 µM), for inactives: at the highest dose GFP activation, hits mostly activators. actives 0.2% (n = 280,000). murine LDR cells, GFP reporter derepression, 30 h. AID 1865; also: potency is read from the fitted curve at half-maximal effect; % of control where 0% means no effect; nearly all actives have a fitted effect of over 60% in size
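Murine LDR cells carrying a silenced, genomically integrated CMV-driven GFP reporter were exposed to compound for 30 hours at 37 C. After PBS washes, GFP-positive cells (20–120 um objects) were counted by laser-scanning microplate cytometry.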
TexasRed fluor: Texas Red fluorescence interference in TRb-SRC2 counter-screen. TRb/SRC2 Texas Red total fluorescence interference. Potency, µM (titrated, usually from 106 µM), for inactives: top-dose fluorescence change, negative = quenching. actives 0.29% (n = 280,000). AID 1479; active = well fitted curve in either direction with a large enough effect; inconclusive = small, poorly fitted or top-dose-only effect; also: potency is read from the fitted curve at half-maximal effect; % is scaled to controls: 0 for no effect and ±100 for the full control effect
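Human TRb ligand-binding domain at 0.6 uM with 20 nM Texas Red SRC2 peptide in Tris buffer containing 1 uM T3 and 5% DMSO, incubated with compound 5 h at ambient temperature. Total fluorescence (555/632 nm) calculated as parallel + 2 × perpendicular.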
CBFb RUNX1 block: inhibitors of human CBF-beta and RUNX1 interaction; Potency, µM (titrated, usually from 59.8 µM), for the others: at the top dose activity, negative = inhibition, actives largely listed as inhibitors; AlphaScreen CBFb-His/RUNX1-biotin binding, biochemical; 230,000 tested, under 10 active; AID 1477; also: % of control where 0% means no effect
Target sequence (Q01196 whole entry, looked up): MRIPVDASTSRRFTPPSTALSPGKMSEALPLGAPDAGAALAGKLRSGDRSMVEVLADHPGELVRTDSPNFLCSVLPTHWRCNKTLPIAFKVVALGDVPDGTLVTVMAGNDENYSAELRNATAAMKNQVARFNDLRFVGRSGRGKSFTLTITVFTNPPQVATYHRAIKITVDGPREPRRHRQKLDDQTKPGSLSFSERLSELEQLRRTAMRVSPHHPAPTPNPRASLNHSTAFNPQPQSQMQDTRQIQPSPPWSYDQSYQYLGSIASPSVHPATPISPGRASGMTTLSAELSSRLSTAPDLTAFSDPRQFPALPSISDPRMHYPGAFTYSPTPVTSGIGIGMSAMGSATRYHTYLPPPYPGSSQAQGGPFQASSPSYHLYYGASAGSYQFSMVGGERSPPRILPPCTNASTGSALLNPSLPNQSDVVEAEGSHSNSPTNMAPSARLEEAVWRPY
Target sequence (Q13951 whole entry, looked up): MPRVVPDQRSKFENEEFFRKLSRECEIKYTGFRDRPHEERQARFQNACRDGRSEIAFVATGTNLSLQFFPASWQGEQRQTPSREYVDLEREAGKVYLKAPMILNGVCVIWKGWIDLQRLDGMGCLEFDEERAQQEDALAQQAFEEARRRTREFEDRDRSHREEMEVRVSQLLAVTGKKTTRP
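AlphaScreen proximity signal reports loss of binding between His-tagged CBF-beta and biotin-labelled RUNX1, each at 30 nM. Proteins are pre-associated for 20 minutes, compounds added for 15 minutes, then beads for 90 minutes, all at ambient temperature.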
TRb SRC2 PPI: inhibitors of human thyroid hormone receptor beta-SRC2 interaction; P10828; actives 0.065% (n = 280,000); Potency, µM (highest dose often 106 µM), for inactives: at the highest dose activity change, negative = inhibition, usual class: inhibitors; TRbeta-SRC2 peptide binding, fluorescence polarization; receptor liganded with 1 µM T3;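 also: potency is read from the fitted curve at half-maximal effect; plate controls were bound peptide for no effect and peptide without receptor for full effect; nearly all actives have a fitted effect of over 50% in size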
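Binding of a 20-amino-acid Texas Red SRC2 peptide (20 nM) to TRb ligand-binding domain (0.6 uM) with agonist T3 at 1 uM was followed by fluorescence polarization after a 5 hr room-temperature incubation.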
NPSR antagonist: blocks cAMP signaling of the human neuropeptide S receptor. Q6W5P4. CHO-NPSR cells, cAMP TR-FRET, antagonist mode. Potency, µM (highest dose often 38.3 µM), without a hit: at the top dose activity change, negative = inhibition, actives largely listed as inhibitors. actives 1% (n = 220,000). AID 1461; also: potency is read from the fitted curve at half-maximal effect; % is scaled to controls: 0 for no effect and ±100 for the full control effect; nearly all actives have a fitted effect of over 50% in size; many of its hits are not listed in these tables
aGal spleen mod: inhibitors or activators of human alpha-galactosidase in spleen homogenate. actives 0.008% (n = 240,000). AID 2107. Potency, µM (doses to about 80 µM), for the others: at the highest dose activity change, negative = inhibition, actives largely listed as inhibitors. human spleen homogenate, 4MU-alpha-Gal fluorescence, 40 min. P06280;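 also: potency is read from the fitted curve at half-maximal effect; 0% = enzyme with vehicle and -100% = no enzyme basal signal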
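qHTS titration in buffer at pH 5.0. Alpha-galactosidase activity in spleen homogenate was measured via 4-methylumbelliferone release from 1 mM fluorogenic substrate after 40 min at 37C and a pH 10 stop. AC50 came from Hill fits of control-normalized data.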
Numbers without * were called inactive; ? = inconclusive; / = no result given; [ ] = dose if it differs, or a comment. Unless noted, calls follow the shape of the dose curve; as a rule, active = well fitted curve in the direction sought with a large enough effect; inconclusive = small, poorly fitted or top-dose-only effect, or another doubt; inactive = no such curve, though single readings can be large; an effect the other way counts as inactive or inconclusive. This is a subset; rates above refer to the full screens.

Codes: A = Tau fibril FP; B = Tau fluor cs; C = Epigenetic reg; D = TexasRed fluor; E = CBFb RUNX1 block; F = TRb SRC2 PPI; G = NPSR antagonist; H = aGal spleen mod
CCCCN1CCC[C@H]1CNC(=O)c1cc(C#N)c2ccccc2c1OC
  A = /	B = /	C = /	D = -4%	E = 12%	F = -1%	G = /	H = 7%
CCCN1CCN(CC2=C(C(=O)OCC)C(c3cccc(OC)c3OC)NC(=O)N2)CC1 (stereo not given)
  A = -5%	B = -5%	C = 0.0%	D = 1%	E = /	F = -7%	G = /	H = /
CC(=O)N(c1ccc(Cl)cc1)c1cn(C(C)=O)c2ccccc12
  A = -7%	B = -5%	C = -6.2%	D = 0%	E = -4%	F = -3%	G = -16%	H = 0%
CCOc1cccc(OCCOc2ccccc2[N+](=O)[O-])c1
  A = ?	B = ?	C = 0.0%	D = 3%	E = 19%	F = 1%	G = -21%[46.1 µM]	H = 4%
Cc1cc2nc(C)n3c4ccccc4nc3n2n1
  A = -9%	B = -10%	C = 0.6%	D = 1%	E = 6%	F = 5%	G = 9%[7.67 µM]	H = 15%
CCCN1Cc2cccc(C(=O)Nc3cccc(C(=O)OCC)c3)c2C1=O
  A = -8%	B = -17%	C = -1.2%	D = -3%	E = /	F = -1%	G = /	H = /
CN1CCN(C(=O)C2=C[C@@H](c3ccc4c(c3)OCO4)C[C@@H](OCc3ccc(CO)cc3)O2)CC1
  A = -5%	B = -8%	C = -1.4%	D = 1%	E = 4%	F = 3%	G = -7%	H = 9%
Cn1cnnc1SC/C(O)=C(\C#N)c1nc2ccccc2[nH]1
  A = 7%	B = 0%	C = 0.0%	D = 5%	E = -2%	F = -5%	G = 5%	H = -9%
O=C(C(=O)N1CCOCC1)c1c[nH]c2ccccc12
  A = 8%	B = 8%	C = 3.2%	D = -1%	E = 8%	F = -3%	G = 6%	H = 9%
CNS(=O)(=O)c1cc(-c2nnc(Nc3cc(C)ccc3C)c3ccccc23)ccc1C
  A = -5%	B = -22%	C = -1.6%	D = ?	E = /	F = -4%	G = /	H = /
CCCOC(=O)c1c(NC(=O)CCC(=O)O)sc2c1CCCCC2
  A = -2%	B = 0%	C = 7.2%	D = -3%	E = -6%	F = -1%	G = -21%	H = -4%
Cc1ccc(/C=C/C(=O)Nc2sc(C)c(C)c2C(=O)OC(C)C)o1
  A = 1%	B = 1%	C = 2.8%	D = -2%	E = -4%	F = -6%	G = 0%	H = 12%
O=C(N1CCN(c2ccc(F)cc2)CC1)C12CC3CC(CC(C3)C1)C2
  A = 0%	B = -11%	C = -2.3%	D = -2%	E = -6%	F = -4%	G = ?	H = -9%
Cc1ccc2nc(NC(=O)CCCC(=O)O)sc2c1
  A = -9%	B = -3%	C = 0.8%	D = -1%	E = -3%	F = -2%	G = 6%	H = -12%
O=C(CCn1nnc2ccccc2c1=O)N[C@H](C(=O)O)c1ccccc1
  A = -7%	B = 0%	C = 6.2%	D = -3%	E = 6%	F = -12%	G = -6%[46.1 µM]	H = -3%
COc1ccc(C(CC(=O)N2CCN(c3ccccc3)CC2)c2c(OC)cc(OC)c3c(-c4ccccc4)cc(=O)oc23)cc1 (stereo not given)
  A = -6%	B = -8%	C = 0.2%	D = -4%	E = -10%	F = -2%	G = -14%	H = 4%
COC(=O)c1sc2ncccc2c1OCc1cccc(Cl)c1
  A = -11%	B = -27%	C = 0.0%	D = -2%	E = 22%	F = 0%	G = -30%[46.1 µM]	H = 6%
Cc1ccc(N2CC(C(=O)NCCS(=O)(=O)N3CCN(c4ccc(F)cc4)CC3)CC2=O)cc1 (stereo not given)
  A = -2%	B = 4%	C = -1.7%	D = -4%	E = /	F = 6%	G = /	H = /
CCOc1[nH]n(-c2ccccc2)c(=O)c1C=Nc1ccc(F)cc1F
  A = -13%	B = -12%	C = 0.0%	D = -1%	E = -3%	F = 2%	G = -12%	H = 2%
COc1ccc(-c2noc(CCC(=O)Nc3cccc(C)c3)n2)cc1
  A = -5%	B = -20%	C = 1.1%	D = -1%	E = 2%	F = -4%	G = -2%[46.1 µM]	H = -1%
Cc1ccc(CNC(=O)c2ccccc2-n2cnnn2)cc1
  A = -2%	B = -8%	C = -0.3%	D = -1%	E = 6%	F = 0%	G = -12%	H = 2%
O=C(COC(=O)c1cccc(S(=O)(=O)N2CCc3ccccc32)c1)NC1CCS(=O)(=O)C1 (stereo not given)
  A = ?	B = -19%	C = 0.8%	D = 1%	E = 3%	F = -1%	G = -15%[46.1 µM]	H = 8%
Cn1c(=O)[nH]c(=O)c2c1nc(CN1CCN(c3cccc(Cl)c3)CC1)n2CCc1ccccc1
  A = 0%	B = 0%	C = 6.8%	D = 1%	E = -2%	F = -2%	G = -17%[46.1 µM]	H = -5%
CC[n+]1c(/C=C/C=C/N(C(C)=O)c2ccccc2)sc2cc(OC)ccc21
  A = 12%	B = 4µM*[fluorescent]	C = ?	D = ?	E = ?	F = ?	G = -35%	H = 2%
O=C(CN1C(=O)S/C(=C\C=C\c2ccccc2)C1=O)Nc1cccc(O)c1
  A = ?	B = 16µM*[quencher]	C = -1.1%	D = -10%	E = -9%	F = 9%	G = -23%	H = -18%
CCOc1ccccc1NC(=O)c1sc2nc(-c3ccc(OC)cc3)ccc2c1N
  A = 13%	B = 3.5µM*[quencher]	C = 1.9%	D = -3%	E = /	F = 6%	G = /	H = /
O=C(c1cc(-c2cccs2)on1)N1CCN(c2ccccc2)CC1
  A = 1%	B = ?	C = -1.1%	D = 1%	E = -5%	F = 4%	G = -15%[46.1 µM]	H = -4%
O=c1cc(N2CCN(c3ccccc3Cl)CC2)[nH]c(=O)n1Cc1ccc(F)cc1
  A = -17%	B = -25%	C = 6.2%	D = -1%	E = 8%	F = 4%	G = 2%	H = 0%
O=C(CCN1C(=O)c2ccccc2C1=O)Nc1sc2c(c1C(=O)NCc1ccco1)CCCC2
  A = 6%	B = -15%	C = -3.7%	D = -6%	E = 0%	F = -6%	G = -30%[46.1 µM]	H = 2%
CNC(=O)c1cc(Nc2nnc(C)c3ccccc23)ccc1OC
  A = 1%	B = -6%	C = 1.5%	D = -5%	E = -6%	F = -12%	G = -15%[46.1 µM]	H = -2%

3 entries from above, tab-delimited:
SMILES	Tau fibril FP	Tau fluor cs	Epigenetic reg	TexasRed fluor	CBFb RUNX1 block	TRb SRC2 PPI	NPSR antagonist	aGal spleen mod
O=C(c1cc(-c2cccs2)on1)N1CCN(c2ccccc2)CC1	1%	?	-1.1%	1%	-5%	4%	-15%[46.1 µM]	-4%
O=C(CCN1C(=O)c2ccccc2C1=O)Nc1sc2c(c1C(=O)NCc1ccco1)CCCC2	6%	-15%	-3.7%	-6%	0%	-6%	-30%[46.1 µM]	2%
COC(=O)c1sc2ncccc2c1OCc1cccc(Cl)c1	-11%	-27%	0.0%	-2%	22%	0%	-30%[46.1 µM]	6%

(more compounds)
Codes: A = Tau fibril FP; B = Tau fluor cs; C = Epigenetic reg; D = TexasRed fluor; E = CBFb RUNX1 block; F = TRb SRC2 PPI; G = NPSR antagonist; H = aGal spleen mod
COC(=O)c1ccc(C(NC(=O)OCc2ccccc2)/C(C)=C/[C@@H](C)C(=O)NCCN2CCOCC2)cc1 (stereo not given in full)
  A = 3%	B = -5%	C = 3.0%	D = -5%	E = 10%	F = -4%	G = /	H = 8%
CCN1C(=O)CS/C1=C(\C#N)S(=O)(=O)c1ccccc1
  A = 0%	B = -12%	C = -1.1%	D = 9%	E = -3%	F = 14%	G = 6%[46.1 µM]	H = 10%
O=C(COC(=O)C1CC1)c1c[nH]c2ccccc12
  A = 5%	B = 8%	C = -16%	D = -2%	E = 14%	F = -15%	G = -10%[46.1 µM]	H = 8%
COC(=O)C1=C(C)OC(N)=C(C#N)C1c1c(C)nn(-c2ccccc2)c1Cl (stereo not given)
  A = -4%	B = -15%	C = 0.9%	D = -2%	E = 7%	F = -5%	G = -12%[46.1 µM]	H = -9%
COc1ccccc1NC(=O)C1=C(C)NC(SCC(=O)c2ccc(C)cc2)=C(C#N)C1c1ccco1 (stereo not given)
  A = -18%	B = -21%	C = 3.6%	D = -1%	E = 8%	F = -6%	G = 6.3µM*	H = 0%
Cc1ccc(NC(=O)CSc2nnc(-c3cnccn3)n2-c2ccccc2)cc1
  A = 1%	B = -6%	C = 2.2%	D = -3%	E = 2%	F = -8%	G = ?	H = -4%
CCCn1c(SCC(=O)c2[nH]c(C)c(C(C)=O)c2C)n[nH]c1=O
  A = -5%	B = 3%	C = 0.0%	D = -1%	E = -2%	F = -6%	G = 4%	H = -2%
Cc1cc2[nH]cnc2c([N+](=O)[O-])c1C
  A = 5%	B = -3%	C = -0.8%[10.1 µM]	D = -3%	E = 4%	F = 6%	G = 16%	H = -5%
COc1ccc(Nc2nc(N)nc(CSC(=S)N3CCCCC3)n2)cc1
  A = 6%	B = ?	C = 1.3%	D = -2%	E = -15%	F = -1%	G = -4%	H = 3%
Cc1cccc(N=c2c([N+](=O)[O-])nn(-c3ccc(Cl)cc3)n2O)c1
  A = 9%	B = -28%	C = -0.7%	D = -2%	E = ?	F = 4%	G = -11%	H = -3%
O=C(NCc1nc2ccccc2[nH]1)C1CCCCC1
  A = 2%	B = -1%	C = -1.1%	D = 0%	E = 1%	F = 7%	G = 8%	H = 7%
O=C1CC(c2ccccc2)Cc2nc(N3CCc4ccccc4C3)ncc21 (stereo not given)
  A = 3%	B = -13%	C = 1.2%	D = -1%	E = -2%	F = -5%	G = -29%[46.1 µM]	H = -10%
O=C(NCc1ccccc1)C1CCN(c2ncnc3c2nc2n3CCCCC2)CC1
  A = -1%	B = 6%	C = -1.2%	D = 7%	E = /	F = -4%	G = /	H = /
COc1ccc(-c2cn(-c3ccc(C)cc3)c(S(=O)(=O)CC(=O)Nc3ccccc3)n2)cc1
  A = -16%	B = -29%	C = 6.9%	D = -4%	E = /	F = -6%	G = /	H = /
COCCN1C(=O)C(=O)/C(=C(/O)c2cccc(S(=O)(=O)N(C)C)c2)C12C(=O)N(C)c1ccccc12 (stereo not given)
  A = -7%	B = -2%	C = -1.1%	D = -1%	E = 1%	F = -4%	G = -6%[46.1 µM]	H = -3%

Compound activity from PubChem.
